G6PDH CS: L. mesenteroides G6PDH inhibitors, counter-screen for G6PDH-coupled screening assays, biochemical, Leuconostoc mesenteroides enzyme. glucose-6-phosphate dehydrogenase [Leuconostoc mesenteroides]. Purified L. mesenteroides G6PDH, diaphorase/resazurin coupled fluorescence, 45 min. inhibition, % at 5 µM. hit rate 0.12% among 200,000; in the data active means inhibition above about 50%
NF-kB neuron act: activators of NF-kB expression in neurons, primary screen, cell-based, HTS. human neuronal cells, NF-kB reporter expression; active compounds read high. fold change at 12.5 µM. hit rate 1.6% among 190,000. AID 1239, 2008; in the data active means fold change above about 3.3
Diaph act CS: compounds boosting diaphorase resazurin reduction – biochemical, uHTS, resorufin fluorescence, counter-screen for diaphorase-coupled primary assays, primary screen; hit rate 0.005% among 190,000; Diaphorase/resazurin coupled assay, 16 min; active compounds read high; 1 = vehicle wells, 0 = NADH-free wells; activation factor at 20 µM;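 active means diaphorase activity raised at least twofold by the compound at 20 µM; inactive means activation factor below 2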
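Test system: Clostridium kluyveri diaphorase, purified enzyme. Buffer or medium: 50 mM HEPES pH 7.4 buffer plus MgCl2 and Tween 20. Also added: 0.114 mM NADH and 0.1 mM resazurin, final amounts. Dosing: compound 20 µM once, DMSO 1%. Schedule: 16 min enzyme reaction, ambient temperature. Detection: fluorescence of resorufin, 544 nm excitation, 590 nm emission.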
APP 5'UTR act: activators of APP 5'UTR luciferase reporter, primary screen, SH-SY5Y cells. activation, % at 2 µM. SH-SY5Y APP 5'UTR luciferase reporter, luminescence; zero percent = DMSO vehicle wells. hit rate 1% among 190,000;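 active means activation above a set limit, based on mean plus 3 SD of controls, cut at about 140% in these data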; further: values of inactives mirror those of a sister screen read the other way
FLuc act counter: FLuc activators, initial screening, artefact control for FLuc-dependent activation tests, biochemical, ATPlite luminescence. ATPlite luciferase biochemical, 10 min; 0 = ATP-free wells, 1 = DMSO control. activation factor at 10 µM. 200,000 tested, under 10 active;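 active means luciferase activation factor, scaled between plate controls, of at least 2 with compound at 10 µM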
Target sequence (P08659 whole entry, looked up): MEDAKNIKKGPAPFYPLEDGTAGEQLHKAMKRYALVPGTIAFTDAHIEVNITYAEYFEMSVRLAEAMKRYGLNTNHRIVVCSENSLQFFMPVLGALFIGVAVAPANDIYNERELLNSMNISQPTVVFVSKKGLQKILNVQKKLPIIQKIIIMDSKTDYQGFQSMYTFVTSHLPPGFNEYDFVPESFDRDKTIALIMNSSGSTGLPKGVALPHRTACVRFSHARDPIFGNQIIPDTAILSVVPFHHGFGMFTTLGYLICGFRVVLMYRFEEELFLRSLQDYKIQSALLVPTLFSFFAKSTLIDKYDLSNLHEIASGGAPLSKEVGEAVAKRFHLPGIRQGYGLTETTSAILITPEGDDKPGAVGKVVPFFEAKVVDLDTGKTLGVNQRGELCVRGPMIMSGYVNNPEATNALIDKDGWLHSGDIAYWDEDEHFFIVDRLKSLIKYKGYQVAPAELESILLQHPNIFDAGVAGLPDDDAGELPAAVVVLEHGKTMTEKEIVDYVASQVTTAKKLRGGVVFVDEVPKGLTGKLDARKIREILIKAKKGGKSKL
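System: luciferase plus luciferin reagent, cell-free; medium: PBS as buffer for the ATP substrate; dosing: test compounds dosed from 2 mM stocks in 100% DMSO; timing: 10 min post-reagent at room temperature; measured by: luminescence measurement of luciferase light output; evaluation: luciferase activation, seen as luminescence increase over controls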
TLR4 MyD88 comp: inhibitors of TLR4-MyD88 association in cells, primary screen, cell-based, HeLa CL3-4, BLA complementation, FRET ratio; Toll-like receptor 4 (Homo sapiens) + Myeloid differentiation primary response protein …; HeLa CL3-4 TLR4/MyD88 BLA complementation; inhibition, % at 8.4 µM; hit rate 0.18% among 200,000; in the data active means inhibition above about 25%;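 further: 0% = vehicle and 100% = reference inhibitor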
APP 5UTR inh: inhibitors of APP translation via 5'UTR reporter, primary screen, APP 5'UTR luciferase, SH-SY5Y cells; SH-SY5Y APP 5'UTR-luciferase reporter, luminescence; inhibition, % at 2 µM; hit rate 0.82% among 190,000; AID 1285, 2008;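 active means inhibition above a set limit, derived from the sample mean plus 3 SD, cut at about 45% in these data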; further: values of inactives mirror those of a sister screen read the other way
FLuc inh counter: firefly luciferase enzyme inhibitors, primary screen, artefact control for luciferase-based inhibitor screens, biochemical, luminescence, ATPLite | Luciferin 4-monooxygenase (Photinus pyralis), P08659 | 10 min | inhibition, % at 10 µM | hit rate 1.5% among 200,000 | AID 1006, 2008;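 active means inhibition above about 50% when tested at 10 µM, limit read from the data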
Diaph inh CS: diaphorase inhibitors and chemical oxidizers, primary screen, counter-screen for diaphorase-coupled primary assays, biochemical, uHTS, resorufin fluorescence. diaphorase resazurin-to-resorufin fluorescence, NADH, 16 min; bacterial (C. kluyveri) enzyme, not human. inhibition, % at 20 µM. hit rate 0.69% among 190,000. AID 1217, 2008;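 active means primary screen inhibition at 20 µM above a set limit, cut at about 50% in these data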;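 further: plate controls were DMSO with full reaction for no effect and wells lacking NADH for full effect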
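Assay system: diaphorase enzyme from Clostridium kluyveri. Quantity: enzyme working solution with 0.14 U/mL diaphorase. Schedule: reaction incubation of 16 min at room temperature. Technique: resorufin fluorescence, excitation 544 nm, emission 590 nm. Controls: No-NADH positive control and DMSO neutral control.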
STAT1 act: STAT1 signaling activators, primary screen, cell-based, HTS, luciferase reporter; NIH 3T3 STAT1-luciferase reporter, IFN-gamma, luminescence; 100% = IFN-gamma alone, no compound; activation (% of control), % at 5.5 µM; hit rate 2.6% among 200,000;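 active means activation above the screen-wide mean activation plus 3 SD, cut at about 130% in these data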;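 further: raw ratio to IFN-gamma control signal so 100% means no change and 0% no light; values of inactives mirror those of a sister screen read the other way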
* = called active by the depositor; . = not tested or not shown.

canonical_smiles | STAT1 act | TLR4 MyD88 comp | G6PDH CS | FLuc act counter | FLuc inh counter | APP 5UTR inh | NF-kB neuron act | APP 5'UTR act | Diaph inh CS | Diaph act CS
CCC(=O)Nc1cccc(-n2nnnc2SCC(=O)c2ccc(C)c(C)c2)c1 | 126.6 | 5.3 | -22.0 | 1 | -3.3 | -31.4 | 1.38 | 31.4 | 19.4 | 0.8
N#Cc1nc(-c2ccco2)oc1NCc1cccnc1 | 95.7 | 11.2 | 4.7 | 1 | -1.5 | -10.1 | 1.07 | 10.1 | -1.5 | 1
CCn1c(COc2ccc(=O)n(-c3ccccc3)n2)nnc1SCc1ccccc1 | 101.4 | -0.1 | -16.4 | 1.1 | -5.0 | . | 0.94 | . | 27.1 | 0.7
Cc1cccc(CCNC(=O)COc2cc(=O)n(C)c3ccccc23)c1 | 95.3 | 7.0 | 3.6 | 1.1 | -6.1 | 5.4 | 1.01 | -5.4 | 0.7 | 1
N#CC1=C(S)N(c2ccc(F)cc2)C2(CCCCC2)NC1=O | 97.8 | 3.9 | -2.1 | 0.9 | 5.6 | -22.0 | 0.87 | 22.0 | 3.9 | 1
Cc1nnc(NC(=O)CCSc2ccccc2)s1 | 92.0 | 12.3 | 24.3 | 1 | -2.1 | -2.6 | 1.57 | 2.6 | 9.2 | 0.9
O=C(Nc1ccc(N=Nc2ccccc2)cc1)c1ccccc1Cl | 180.4* | -11.9 | -14.6 | 1 | -3.9 | -158.1 | 2.27 | 158.1* | 7.3 | 0.9
O=C(c1ccco1)N1N=C(c2ccc(Br)cc2)CC1(O)C(F)(F)F (centres undefined) | 109.0 | -12.6 | -6.5 | 1 | -2.1 | 10.8 | 1.17 | -10.8 | 6.0 | 0.9
NC1=NC2(CCCCC2)N(c2ccc(F)cc2)C(N)=N1 | 108.5 | 18.3 | 2.5 | 1.1 | -6.2 | 4.1 | 1.19 | -4.1 | -0.1 | 1
CC(CN1CCOCC1)OC(=O)/C=C/c1ccccc1 (centres undefined) | 108.7 | 5.8 | 6.8 | 1 | 1.9 | -4.5 | 1.47 | 4.5 | 2.3 | 1
Cc1ccc(N2CC(C(=O)Nc3nnc(SCC(=O)Nc4cc(C)on4)s3)CC2=O)cc1 (centres undefined) | 105.4 | -1.6 | 6.3 | 1.1 | -9.8 | 10.9 | 1.03 | -10.9 | -5.1 | 1.1
O=C(O)c1cc2nc(C3CC3)cc(C(F)(F)F)n2n1 | 98.0 | 1.4 | 6.8 | 1 | -0.1 | 11.3 | 1.04 | -11.3 | 3.5 | 1

Profiles from above:
Shown for CCn1c(COc2ccc(=O)n(-c3ccccc3)n2)nnc1SCc1ccccc1 = STAT1 act = 101.4; TLR4 MyD88 comp = -0.1; G6PDH CS = -16.4; FLuc act counter = 1.1; FLuc inh counter = -5.0; APP 5UTR inh = .; NF-kB neuron act = 0.94; APP 5'UTR act = .; Diaph inh CS = 27.1; Diaph act CS = 0.7
Shown for Cc1nnc(NC(=O)CCSc2ccccc2)s1 = STAT1 act = 92.0; TLR4 MyD88 comp = 12.3; G6PDH CS = 24.3; FLuc act counter = 1; FLuc inh counter = -2.1; APP 5UTR inh = -2.6; NF-kB neuron act = 1.57; APP 5'UTR act = 2.6; Diaph inh CS = 9.2; Diaph act CS = 0.9

The list continues.
canonical_smiles | STAT1 act | TLR4 MyD88 comp | G6PDH CS | FLuc act counter | FLuc inh counter | APP 5UTR inh | NF-kB neuron act | APP 5'UTR act | Diaph inh CS | Diaph act CS
COc1ccc(CNC(=O)CN(C)S(=O)(=O)c2ccc(Cl)cc2)cc1 | 97.5 | 0.9 | 15.6 | 1 | -1.0 | 4.1 | 1.13 | -4.1 | -2.8 | 1
O=[N+]([O-])c1ccccc1C1Nc2cccc3cccc(c23)N1 | 90.2 | -2.7 | -18.4 | 1 | 3.2 | 14.2 | 1.09 | -14.2 | 56.9* | 0.4
CC1CCN(c2nnc(N3CCC(C)CC3)c3ccccc23)CC1 | 89.1 | -14.0 | 8.5 | 1.1 | -5.6 | 2.0 | 0.96 | -2.0 | -2.7 | 1
Cc1ccc2[nH]c3c(c2c1)CN(C(=O)CN1CCN(c2ccccc2)CC1)CC3 | 101.1 | -8.5 | 5.0 | 1 | -4.1 | 13.2 | 0.56 | -13.2 | 25.9 | 0.7
O=[N+]([O-])c1cc(S(=O)(=O)/N=C(/c2ccccc2)N2CCOCC2)ccc1Cl | 98.4 | 8.2 | 15.1 | 1 | 3.1 | 11.3 | 1.09 | -11.3 | 4.6 | 1
Nc1ccc(S(=O)(=O)NC(=O)c2ccccc2)cc1 | 100.4 | 6.3 | 7.0 | 1 | -4.7 | -2.9 | 1.07 | 2.9 | 7.3 | 0.9
COc1ccc(Cn2nnnc2C(c2cccs2)N2CCOCC2)cc1 (centres undefined) | 100.4 | -5.8 | 3.8 | 1.2 | -22.6 | 10.6 | 1.22 | -10.6 | 10.4 | 0.9
CCN(CC)S(=O)(=O)c1cc(NC(=O)C(C)N2CCN(c3ccccn3)CC2)ccc1C (centres undefined) | 88.5 | -5.2 | 18.3 | 1 | -1.0 | -2.7 | 1.02 | 2.7 | 12.3 | 0.9
N#C/C(=C\c1cccnc1)C(=O)Nc1ccccc1 | 99.8 | 0.0 | 8.7 | 1 | 1.0 | 10.1 | 1.12 | -10.1 | 15.6 | 0.8
C=CCN(CC=C)C(=O)C(=O)c1cc(C)n(-c2ccc([N+](=O)[O-])cc2)c1C | 95.6 | 3.7 | 8.6 | 1.1 | -9.3 | -11.1 | 1.04 | 11.1 | 16.6 | 0.8
O=C(Cc1cccs1)NCc1ccco1 | 105.2 | 0.6 | 2.5 | 1.1 | -5.4 | 0.9 | 1.22 | -0.9 | 5.3 | 0.9
O=C(O)/C=C/C(=O)NCc1cn(-c2ccccc2)nc1-c1cccc(Br)c1 | 89.5 | -13.7 | -1.7 | 1 | -3.1 | 8.0 | 0.83 | -8.0 | 0.5 | 1

canonical_smiles | STAT1 act | TLR4 MyD88 comp | G6PDH CS | FLuc act counter | FLuc inh counter | APP 5UTR inh | NF-kB neuron act | APP 5'UTR act | Diaph inh CS | Diaph act CS
Cc1nc(C)c(C(=O)Nc2ccccc2)s1 | 96.2 | 15.7 | 11.3 | 1 | 2.8 | 6.8 | 1.09 | -6.8 | 9.2 | 0.9
COc1cc([N+](=O)[O-])ccc1NC(=O)CCCOc1cc(C)ccc1C | 100.5 | 8.2 | -18.0 | 1 | -3.2 | -16.7 | 0.97 | 16.7 | 23.1 | 0.8
CCOCC(=O)Nc1cc(C(F)(F)F)ccc1Oc1cccc(Br)c1 | 98.4 | 13.2 | 3.2 | 1.1 | -6.1 | -2.3 | 1.32 | 2.3 | 17.1 | 0.8
COc1cccc(CN2CCCCC2C(=O)O)c1 (centres undefined) | 102.9 | -3.2 | 9.8 | 1.1 | -6.6 | -6.3 | 1.14 | 6.3 | 14.9 | 0.9
CC(C)N(Cc1nc(-c2ccc(Cl)cc2)no1)C(=O)C12CC3CC(CC(C3)C1)C2 | 97.1 | -4.5 | 1.6 | 1.1 | -6.9 | 16.1 | 1.12 | -16.1 | 16.9 | 0.8
CCOc1ccccc1OCC(=O)NN1Cc2ccccc2C1=N | 90.5 | -1.7 | 1.0 | 1 | -3.5 | . | 1.09 | . | 11.5 | 0.9
CCN(CC)CCN(CC(=O)N(C1CCCCC1)C1CCCCC1)C(=O)c1cccnc1 | 99.7 | 6.5 | 4.3 | 1.1 | -6.1 | -0.9 | 1.08 | 0.9 | 16.6 | 0.8
O=C(O)c1cc(N/N=C/c2ccc(N3CCOCC3)s2)ccc1Cl | 104.8 | -3.7 | 7.7 | 0.5 | 49.0 | -27.4 | 1.15 | 27.4 | 29.8 | 0.7
O=C(CSc1ccc(-c2ccc(F)cc2)nn1)N1CCOCC1 | 103.9 | -1.9 | 5.1 | 1 | 0.9 | -28.3 | 1.62 | 28.3 | 13.7 | 0.9
N#CC1(c2ccc(NC(=O)c3ccccc3F)cc2)CCCC1 | 161.3* | -6.9 | -8.6 | 0.4 | 64.0* | -144.6 | 10.7* | 144.6* | 8.0 | 0.9
CCCCn1c(CNC(=O)C23CC4CC(CC(C4)C2)C3)nnc1SC(C)CC (centres undefined) | 108.7 | -4.3 | -2.9 | 1.1 | -5.2 | -9.2 | 0.91 | 9.2 | 9.9 | 0.9
CCOc1ccc(C2C(C#N)=C(N)N3C(=C2C#N)Sc2ccccc23)cc1 (centres undefined) | . | . | 4.4 | 1 | -3.5 | . | . | . | 20.1 | 0.8

canonical_smiles | STAT1 act | TLR4 MyD88 comp | G6PDH CS | FLuc act counter | FLuc inh counter | APP 5UTR inh | NF-kB neuron act | APP 5'UTR act | Diaph inh CS | Diaph act CS
Cc1ccc(NC(=O)CCC(=O)NNC(=O)c2cccs2)c(C)c1 | 100.3 | -7.2 | 2.9 | 1.1 | -9.2 | 4.5 | 1.11 | -4.5 | 15.5 | 0.8
CCS(=O)(=O)N1Cc2ccccc2CC1C(=O)Nc1nc(C)cs1 (centres undefined) | 134.4* | -12.6 | -1.5 | 0.8 | 16.8 | -104.2 | 1.05 | 104.2 | 2.7 | 1
Cn1c(N2CCOCC2)c(/C=N/OC(=O)c2cccnc2Cl)c2ccccc21 | 95.9 | 1.8 | 7.5 | 1 | -2.8 | 7.6 | 1.24 | -7.6 | 1.1 | 1
Cc1c(C)n(C(=O)CN2CCC(C)CC2)c2ccccc12 | 103.8 | -0.1 | 0.9 | 1 | -0.3 | 2.4 | 1.27 | -2.4 | 6.6 | 0.9
CCC(C)c1ccccc1NC(=O)Cc1coc2cc3c(cc12)CCC3 (centres undefined) | 92.5 | -17.5 | 13.7 | 1.1 | -8.8 | -5.8 | 1.15 | 5.8 | 25.5 | 0.7
CC(C)(C)c1ccc(S(=O)(=O)N2CCC(CO)(CC3CCCCO3)CC2)cc1 (centres undefined) | 103.4 | 4.5 | 11.1 | 1.1 | -7.7 | 9.1 | 1.01 | -9.1 | 26.1 | 0.7
COc1ccc(C2C3=C(CC(C)(C)CC3=O)Oc3ncn(Cc4ccco4)c(=N)c32)cc1 (centres undefined) | 97.5 | 3.4 | -2.0 | 1 | -3.6 | -1.5 | 2.27 | 1.5 | 8.5 | 0.9
CCCCOC(=O)C1CN(c2ccccc2)N=C1C(C)=O (centres undefined) | 91.7 | 12.3 | 9.4 | 1.1 | -5.4 | 10.5 | 0.89 | -10.5 | 1.6 | 1
